Compound activity deposited in PubChem BioAssay by National Center for Advancing Translational Sciences (NCATS).
GAA inhib: alpha-glucosidase (human) inhibition; hit rate 0.005% among 200,000; AID 1466; purified human GAA, 4-MU-alpha-glucoside fluorescence; P10253; Potency, µM (titrated, usually from 76.9 µM), without a hit: top-dose activity change, negative = inhibition, actives largely listed as inhibitors;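 further: plate controls were uninhibited enzyme wells for no effect and no-enzyme background for full effect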
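Endpoint fluorogenic read: 20 min room-temperature reaction of 4 nM human alpha-glucosidase with 400 uM 4-methylumbelliferyl-alpha-D-pyranoside, pH 5.0, quenched with 1M NaOH/1M glycine pH 10. AC50 from Hill modeling.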
aGal spleen mod: inhibits or activates alpha-galactosidase in human spleen homogenate; P06280; human spleen homogenate, 4MU-alpha-Gal fluorescence, 40 min; Potency, µM (doses to about 80 µM), without a hit: at the highest dose activity change, negative = inhibition, hits mostly inhibitors; hit rate 0.008% among 240,000; AID 2107;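 further: 0% = enzyme with vehicle and -100% = no enzyme basal signal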
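Human spleen homogenate (1 ug) was the enzyme source, with 4-methylumbelliferyl-alpha-D-galactopyranoside (1 mM final) in pH 5.0 citrate buffer with 0.01% Tween-20. Compounds were titrated; after 40 min at 37C, NaOH/glycine stop, 4-MU fluorescence read; AC50 from Hill fits.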
Epigenetic reg: epigenetic control regulation, reporter derepression; murine LDR cells, GFP reporter derepression, 30 h; Potency, µM (top dose mostly 53.9 µM), without a hit: at the top dose GFP activation, usual class: activators; hit rate 0.2% among 280,000; further: % of control where 0% means no effect; nearly all actives have a fitted effect of over 60% in size
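Reporter derepression read as number of fluorescent GFP-positive objects, 20-120 um in size, counted by laser-scanning cytometer. Mouse LDR line with an epigenetically silenced CMV-GFP locus; compound incubation 30 h, 37 C.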
GAA spleen mod: inhibits or activates alpha-glucosidase in human spleen homogenate; P10253; human spleen homogenate, 4-MU-alpha-glucoside fluorescence; Potency, µM (top dose mostly 79.9 µM), without a hit: at the highest dose activity change, negative = inhibition, usual class: inhibitors; hit rate 0.006% among 240,000; AID 2112;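 further: 0% = enzyme with vehicle and -100% = no enzyme basal signal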
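Human spleen homogenate (1 ug) with 4-methylumbelliferyl-alpha-D-glucopyranoside (1 mM final) in 50 mM citrate/phosphate pH 5.0, 0.01% Tween-20; 40 min at 37 C. Stopped at pH 10; 4-MU fluorescence Ex 365/Em 440 nm; AC50 by Hill fit.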
GAA glycogen: alters human alpha-glucosidase cleavage of glycogen. Potency, µM (titrated, usually from 76.4 µM), without a hit: at the top dose activity change, negative = inhibition, most hits filed as inhibitors. hit rate 0.38% among 300,000. recombinant GAA, glycogen substrate, Amplex Red glucose oxidase fluorescence;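 further: 0% = full enzyme reaction and -100% = no-enzyme basal signal; the screen sought inhibitors and activators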
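Recombinant human enzyme (4 nM); glycogen substrate; 37 C, 40 min, pH 5.0. Readout: coupled glucose oxidase/Amplex Red fluorescence.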
NPSR antagonist: neuropeptide S receptor (human) antagonism, cAMP | CHO-NPSR cells, cAMP TR-FRET, antagonist mode | hit rate 1% among 220,000 | AID 1461 | Q6W5P4 | Potency, µM (top dose mostly 38.3 µM), for the others: at the top dose activity change, negative = inhibition, actives largely listed as inhibitors; further: on the % scale 0 is the no-effect control and ±100 the full control effect; nearly all actives have a fitted effect of over 50% in size; many of its hits are not listed in these tables
Target sequence (Q6W5P4 whole entry, looked up): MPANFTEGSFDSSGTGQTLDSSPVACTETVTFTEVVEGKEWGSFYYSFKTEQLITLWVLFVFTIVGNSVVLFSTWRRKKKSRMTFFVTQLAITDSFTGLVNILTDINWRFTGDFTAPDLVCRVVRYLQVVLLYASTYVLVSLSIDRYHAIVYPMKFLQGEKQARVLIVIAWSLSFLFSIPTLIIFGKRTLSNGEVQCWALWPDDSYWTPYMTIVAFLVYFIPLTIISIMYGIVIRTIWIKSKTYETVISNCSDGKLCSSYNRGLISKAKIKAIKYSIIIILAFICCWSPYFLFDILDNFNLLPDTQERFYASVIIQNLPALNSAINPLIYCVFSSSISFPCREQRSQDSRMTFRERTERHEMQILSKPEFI
Tau fluor counter: counter-screen for tau fibril formation inhibitors; tau K18 P301L (four-repeat tau fragment) Alexa594 fluorescence, heparin fibrillization; Potency, µM (highest dose often 57.7 µM), inactives show at the top dose activity change, negative = decrease; hit rate 0.93% among 280,000; further: on the % scale 0 is the no-effect control and ±100 the full control effect; nearly all actives have a fitted effect of over 55% in size
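Human K18 P301L tau (15 uM unlabeled plus 0.24 uM Alexa 594-labeled, final) in 100 mM sodium acetate pH 7 was mixed with compound and 20 uM heparin and incubated 6 hr at 37 C.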
ALDH1A1 inh: ALDH1A1 (human) enzyme inhibition; P00352; Purified ALDH1A1, NADH fluorescence, propionaldehyde substrate; hit rate 7.3% among 220,000; Potency, µM (titrated, usually from 75.3 µM), for the others: top-dose activity, negative = inhibition, hits mostly inhibitors; active means well fitted inhibition curve with a large enough effect, not every such curve was filed as active; inconclusive means small, poorly fitted or top-dose-only effect, or another doubt; inactive means no such curve, though single readings can be large or run the other way;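 further: plate controls were no enzyme wells and a reference inhibitor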
Target sequence (P00352 whole entry, looked up): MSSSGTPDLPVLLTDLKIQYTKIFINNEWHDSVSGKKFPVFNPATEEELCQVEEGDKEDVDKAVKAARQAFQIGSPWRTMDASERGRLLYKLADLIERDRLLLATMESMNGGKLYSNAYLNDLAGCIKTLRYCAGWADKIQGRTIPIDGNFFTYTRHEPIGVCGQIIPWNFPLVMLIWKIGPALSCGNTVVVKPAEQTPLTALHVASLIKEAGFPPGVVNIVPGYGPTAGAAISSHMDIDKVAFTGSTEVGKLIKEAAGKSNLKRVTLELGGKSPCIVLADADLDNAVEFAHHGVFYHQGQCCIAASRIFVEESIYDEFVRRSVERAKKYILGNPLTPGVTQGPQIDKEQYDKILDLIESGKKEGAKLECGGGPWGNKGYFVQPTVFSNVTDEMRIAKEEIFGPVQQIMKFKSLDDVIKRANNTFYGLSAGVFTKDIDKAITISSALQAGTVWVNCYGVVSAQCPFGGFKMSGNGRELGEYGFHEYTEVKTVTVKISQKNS
Starred values were filed as active, the others as inactive; ? = inconclusive; / = no result given; & = joins results of further samples; [ ] = dose if it differs, or a comment. Unless noted, the call rests on the fitted dose curve; in most records, active means well fitted curve in the direction sought with a large enough effect; inconclusive means small, poorly fitted or top-dose-only effect, or another doubt; inactive means no such curve, though single readings can be large; an effect the other way counts as inactive or inconclusive. Potency means the concentration at half of the fitted maximal effect. Not all compounds are listed, so the mix of outcomes need not match the whole.

1) CN(C)C(Cc1ccc(C#N)cc1)C(=O)c1ccccc1 (stereo unspecified)
2) CNC(C)Cc1ccccc1Sc1ccc(O)cc1 (stereo unspecified)
3) Cc1ccc(-c2nc(N(C)C3CCN(C)CC3)c3ccccc3n2)cc1
4) COc1c(C)cc(C(=O)C2CCCN(Cc3cccc(C)n3)C2)cc1C (stereo unspecified)
5) c1csc(CN2CCNCC2)c1
6) COc1ccc(CC2(CCc3ccncc3)C(=O)NC(=O)NC2=O)c(OC)c1
7) CC(C)(C)n1c(O)c(C=Nc2ccc3c(c2)CCC3)c(=O)[nH]c1=O
8) O=c1c2ccccc2nc(-c2ccoc2)n1-c1ccccc1Cl
Assay by compound | 1 | 2 | 3 | 4 | 5 | 6 | 7 | 8
GAA inhib | -9% | 6% | -5% | ? | 7% | -4% | 2% | 3%
aGal spleen mod | 4% | 6% | 9% | 1% | 4% | -10% | -2% | -4%
Epigenetic reg | 0.0% | -2.3% | -1.5% | 0.2% | -0.4% | 0.9% | 0.0% | 0.1%
GAA spleen mod | -3% | 3% | -7% | 1% | 4% | 0% | -6% | -7%
GAA glycogen | -5% | -25% | 10% | 19% | 6% | -1% | -2% | -3%
NPSR antagonist | 12% | -3%[46.1 µM] | 17%[46.1 µM] | -36% | 15% | -3% | -8%[46.1 µM] | -21%[46.1 µM]
Tau fluor counter | -4% | -6% | -21% | -1% | 2% | -14% | -7% | -13%
ALDH1A1 inh | ? | 13% | 5% | 5% | -1% | -3% | ? | 16µM*

9) CCC(=NC1CC1)c1c(O)n(C2CCCCC2)c(=O)[nH]c1=O
10) CCCCCCCCCOc1ccc2[nH]cc(CCN)c2c1
11) Cc1ccc(-c2nc3ccccc3c(=O)n2-c2cccnc2)cc1
12) COc1ccccc1N1CCN(Cc2cc(C)c(C)cc2O)CC1
13) Cc1ccnc2c1NC(=O)c1cccnc1N2C1CC1
14) COc1ccccc1OCCCn1cc(C=O)c2ccccc21
15) Nc1ccc(N)cc1
16) O=c1c(F)cn(C2CCCO2)c(=O)n1Cc1c(F)cccc1Cl (stereo unspecified)
Assay by compound | 9 | 10 | 11 | 12 | 13 | 14 | 15 | 16
GAA inhib | ? | -7%[15.4 µM] | 5% | -14% | -1% | -1% | / | -3%
aGal spleen mod | -2% | 1%&0%&2% | 1% | -2% | -6%&-8%&0% | -3% | 3%&16% | 1%
Epigenetic reg | -3.2% | 5.3%&3.2%&5.9% | -1.8% | 0.7% | -2.5%&0.0% | 7.2% | -3.1% | -0.9%
GAA spleen mod | -20% | -18%&0%&11% | 3% | -8% | -2%&0%&6% | -2% | -8%&-8% | 5%
GAA glycogen | 3% | -12% | 1% | 1% | -6%&4% | 10% | / | 4%
NPSR antagonist | -18%[46.1 µM] | ? | 11% | -16%[46.1 µM] | -16%[46.1 µM] | 28% | / | -3%[46.1 µM]
Tau fluor counter | -9% | 7.9µM*[quencher] | 6% | -16% | -4%&-5% | -27% | ? | -3%
ALDH1A1 inh | ? | 1%&-4% | 0% | -3% | 6% | ? | -6% | ?

From no. 6 to 16, copied from above:
6) COc1ccc(CC2(CCc3ccncc3)C(=O)NC(=O)NC2=O)c(OC)c1
7) CC(C)(C)n1c(O)c(C=Nc2ccc3c(c2)CCC3)c(=O)[nH]c1=O
8) O=c1c2ccccc2nc(-c2ccoc2)n1-c1ccccc1Cl
9) CCC(=NC1CC1)c1c(O)n(C2CCCCC2)c(=O)[nH]c1=O
10) CCCCCCCCCOc1ccc2[nH]cc(CCN)c2c1
11) Cc1ccc(-c2nc3ccccc3c(=O)n2-c2cccnc2)cc1
12) COc1ccccc1N1CCN(Cc2cc(C)c(C)cc2O)CC1
13) Cc1ccnc2c1NC(=O)c1cccnc1N2C1CC1
14) COc1ccccc1OCCCn1cc(C=O)c2ccccc21
15) Nc1ccc(N)cc1
Assay by compound | 6 | 7 | 8 | 9 | 10 | 11 | 12 | 13 | 14 | 15
GAA inhib | -4% | 2% | 3% | ? | -7%[15.4 µM] | 5% | -14% | -1% | -1% | /
aGal spleen mod | -10% | -2% | -4% | -2% | 1%&0%&2% | 1% | -2% | -6%&-8%&0% | -3% | 3%&16%
Epigenetic reg | 0.9% | 0.0% | 0.1% | -3.2% | 5.3%&3.2%&5.9% | -1.8% | 0.7% | -2.5%&0.0% | 7.2% | -3.1%
GAA spleen mod | 0% | -6% | -7% | -20% | -18%&0%&11% | 3% | -8% | -2%&0%&6% | -2% | -8%&-8%
GAA glycogen | -1% | -2% | -3% | 3% | -12% | 1% | 1% | -6%&4% | 10% | /
NPSR antagonist | -3% | -8%[46.1 µM] | -21%[46.1 µM] | -18%[46.1 µM] | ? | 11% | -16%[46.1 µM] | -16%[46.1 µM] | 28% | /
Tau fluor counter | -14% | -7% | -13% | -9% | 7.9µM*[quencher] | 6% | -16% | -4%&-5% | -27% | ?
ALDH1A1 inh | -3% | ? | 16µM* | ? | 1%&-4% | 0% | -3% | 6% | ? | -6%

16) O=c1c(F)cn(C2CCCO2)c(=O)n1Cc1c(F)cccc1Cl (stereo unspecified)
Assay by compound | 16
GAA inhib | -3%
aGal spleen mod | 1%
Epigenetic reg | -0.9%
GAA spleen mod | 5%
GAA glycogen | 4%
NPSR antagonist | -3%[46.1 µM]
Tau fluor counter | -3%
ALDH1A1 inh | ?

Compound profiles (already shown). Order of screens: GAA inhib	aGal spleen mod	Epigenetic reg	GAA spleen mod	GAA glycogen	NPSR antagonist	Tau fluor counter	ALDH1A1 inh
`CNC(C)Cc1ccccc1Sc1ccc(O)cc1` (stereo unspecified) is listed as 6%	6%	-2.3%	3%	-25%	-3%[46.1 µM]	-6%	13%
`COc1ccc(CC2(CCc3ccncc3)C(=O)NC(=O)NC2=O)c(OC)c1` is listed as -4%	-10%	0.9%	0%	-1%	-3%	-14%	-3%

(listing goes on)
17) CCOP(=O)(OCC)c1cccc(OP(=O)(c2cccc([N+](=O)[O-])c2)c2cccc([N+](=O)[O-])c2)c1
18) COc1ccccc1N1CCN(C(CNC(=O)Oc2ccccc2)c2cccnc2)CC1 (stereo unspecified)
19) Cc1ccc(-n2c(O)c(C=NCCN3CCOCC3)c(=O)[nH]c2=O)cc1
20) COc1cc(/C=C2/C(=O)NC(=O)N(c3ccccc3)C2=O)ccc1O
21) C[C@H](CCC(=O)O)C[C@H](C)C[C@H](C)C(=O)/C=C(\O)[C@H](C)C[C@H](C)C/C=C/[C@@H](C)[C@@H](O)[C@@H](C)[C@@H](O)C[C@@H]1CC[C@@](C)([C@H]2CC[C@@](C)([C@@H](C)O)O2)O1
22) Cc1nc2ccc(P(=O)(O)O)cc2s1
23) CCCCOC(=O)c1ccccc1C(=O)OCCCC
24) O=C1NC(=O)N(Cc2ccc(F)cc2)C(=O)/C1=C\C=C\c1ccco1
Assay by compound | 17 | 18 | 19 | 20 | 21 | 22 | 23 | 24
GAA inhib | / | 1% | -10% | -7% | / | 3% | / | /
aGal spleen mod | 2% | -3% | 4% | 6% | 18% | 2% | -8%&12% | 3%
Epigenetic reg | 1.3% | -0.8% | 0.7% | -7.9% | 0.0% | -1.4% | 0.5% | 10%
GAA spleen mod | 5% | -12% | -5% | 1% | -1% | 6% | -10%&10% | -8%
GAA glycogen | 6% | 6% | 2% | 5% | / | 3% | / | -11%
NPSR antagonist | ? | -12%[46.1 µM] | -1%[46.1 µM] | 0% | / | 0% | / | ?
Tau fluor counter | -2% | -9% | -8% | -2% | ? | 6% | -10% | /
ALDH1A1 inh | / | -3% | -9% | ? | 3% | 18% | -2%&-14% | /

25) CCN(CCNc1ccc([N+](=O)[O-])c2cccnc12)S(=O)(=O)c1ccccc1
26) COC1=CC23CCCN2CCc2cc4c(cc2C3C1O)OCO4 (stereo unspecified)
27) O=C1/C(=C/c2cccc([N+](=O)[O-])c2)N2CCC1CC2
28) CCCCCCCCCCCCCCCC[n+]1ccccc1
29) Cn1c(C(=O)N2CCC3(CC2)OCCO3)cc2c(=O)n(C)c3ccccc3c21
30) CC1=NN(c2ccccc2)C(=O)C1/C=C1\C(=O)NC(=O)N(c2ccc(C)c(C)c2)C1=O (stereo unspecified)
Assay by compound | 25 | 26 | 27 | 28 | 29 | 30
GAA inhib | 1% | / | -6% | / | 1% | -7%
aGal spleen mod | 6% | -6% | 7% | 5%&14% | 0% | 4%
Epigenetic reg | ? | 0.0% | 0.0% | 3.5% | -1.0% | -0.3%
GAA spleen mod | 1% | -6% | 1% | -6%&9% | 2% | 0%
GAA glycogen | -3% | / | 4% | / | -6% | 6%
NPSR antagonist | -22%[46.1 µM] | / | -9%[46.1 µM] | / | -7%[46.1 µM] | -15%[46.1 µM]
Tau fluor counter | -15% | ? | -11% | 1% | 1% | -23%
ALDH1A1 inh | -7% | 7% | ? | -4%&0% | ? | -16%
